Source: PubChem BioAssay
Growth percent in the NCI-60 one-dose screen (48 h, 10 µM unless noted): 100 = growth as untreated, 0 = no growth, -100 = all killed.
RXF 393 – RXF 393 renal cancer cells. 77,000 tested, 6.9% active
SK-OV-3 – SK-OV-3 ovarian cancer cells; 80,000 tested, 3.2% active; AID 1794785
OVCAR-5 – OVCAR-5 ovarian cancer. AID 1794783. 82,000 tested, 2.9% active
IGROV1 – IGROV1 ovarian cancer | 79,000 tested, 4.7% active
A498 – A498 renal cancer cells; 76,000 tested, 5.4% active
OVCAR-4 – OVCAR-4 ovarian cancer cells | 80,000 tested, 3.7% active | AID 1794784
ACHN – ACHN renal cancer; 81,000 tested, 4.9% active; AID 1794771
OVCAR-8 – OVCAR-8 ovarian cancer; AID 1794782; 81,000 tested, 4.4% active
OVCAR-3 – OVCAR-3 ovarian cancer | 79,000 tested, 7% active | AID 1794787
Numbers without * were called inactive; . = no result given; & = joins results of further samples. The calls were made as follows: active = growth percent below 10; inactive = the rest.

item	compound	IGROV1	OVCAR-3	OVCAR-5	OVCAR-4	A498	ACHN	SK-OV-3	OVCAR-8	RXF 393
1	CCN(CC)CCCC(C)NCC(=O)NC(c1ccc2c(c1)OCO2)c1cc(Cl)c2cccnc2c1O (centres undefined)	21	11	41	11	81	25	41	25	67
2	Cc1nc2cc(Nc3nc(NCCO)nc(Nc4ccc(F)cc4)n3)ccc2n1Cc1ccccc1	89	90	114	95	66	98	105	80	90
3	Cc1nn(C)c2c1NC(=O)CS2	120	108	104	121	98	104	101	114	97
4	Cc1nn(-c2ccccc2[N+](=O)[O-])c(C)c1N=Nc1ccc(Br)cc1	90	101	83	87	86	62	95	93	89
5	COc1ccc(C2N(c3ccccc3)N=C(C(C)=O)N2[C@@H]2[C@@H](OC(C)=O)O[C@@H](COC(C)=O)[C@H](OC(C)=O)[C@H]2OC(C)=O)cc1 (some centres undefined)	96	98	97	92	86	98	132	107	.
6	O=c1[nH]c(O)c(/C=C2/C=Nc3ccccc32)[nH]1	94	100	96	90	86	87	112	98	103
7	COC(=O)c1nnn(-c2cc(Cl)ccc2Cl)c1N	98	106	87	104	102	91	90	102	101
8	Cc1cc(N)n(-c2nc3ccccc3[nH]2)n1	93	98	103	94	94	97	114	99	.
9	CCCCOC(=O)N1CCCCC1	100	106	94	92	126	104	111	102	110
10	COC(=O)CC[C@@H](C)[C@H]1CC[C@H]2[C@@H]3CC[C@@H]4C[C@H](O)CC[C@]4(C)C3=CC(=O)[C@]12C	124	105	110	95	66	115	112	104	119
11	COc1ccc(-c2cc(-c3nnc(SCC(=O)Nc4ccc(C(C)=O)cc4)o3)c3cc(OC)ccc3n2)cc1	111	99	113	108	91	118	107	102	107
12	Cn1c(=O)c(C#N)c(-c2ccccc2)n2c(=S)n(CN3CCCCC3)nc12	.	109	111	105	128	91	112	43	109
13	CCCC1OCC=CCO1	111	111	106	100	97	104	103	98	107
14	COc1cc(NC(C)CCCN2C(=O)c3ccccc3C2=O)c2ncccc2c1OC (centres undefined)	64	.	99	51	104	98	92	85	95
15	CC(=O)OC(OC(C)=O)C1CCCO1 (centres undefined)	110	114	100	98	106	99	105	103	115
16	Brc1ccc(-c2cnc3sc4ccccc4n23)cc1	76	97	125	97	94	86	94	102	94
17	CCCCCCCCC(=O)Nc1ccc(O)cc1	94	102	106	95	102	79	100	95	101
18	CS(=O)(=O)c1ccc(C(=O)N2N=C(c3ccccc3)CC2c2ccc(F)cc2)cc1 (centres undefined)	108	101	100	92	102	91	86	80	102
19	Cc1ccc(S(=O)(=O)n2nc(NS(=O)(=O)c3cc(C)c(Cl)cc3SCc3ccccc3)[nH]c2=O)cc1	.	93	91	101	101	91	90	97	182
20	C=C1c2c(C)nn(-c3ccccc3)c2N(C)C23C[C@@H]1C1(C)c4c(C)nn(-c5ccccc5)c4N(C)C(C)(C[C@H]12)C3 (some centres undefined)	87	69	85	54	96	65	55	72	62
21	CCCCC1=c2c([nH]c3ccc(OC)cc23)=NC2C=CC=NC12 (centres undefined)	70	114	106	80	95	91	113	101	93
22	CCOC(=O)c1csc(NC(=O)CSc2nc3sc4c(c3c(=O)n2-c2ccc(Cl)cc2)CCCC4)n1	90	138	98	103	88	102	135	98	100
23	CN1CCN(C(=O)c2ccc(NC(=O)c3cc4c(nn3)NCCN4Cc3cc(Cl)ccc3Cl)cc2)CC1	81	90	56	73	44	75	88	91	64
24	O=C(CCN1CCC2CCC(C2)C1)c1ccc(F)cc1 (centres undefined)	113	124	100	105	111	102	98	105	131
25	Cc1ccc(-c2noc(-c3ccc4c(c3)OCCO4)n2)cc1	90	101	95	78	83	98	94	95	93
26	COc1ccc(NC(=O)/C=C/c2ccc(Cl)c(Cl)c2)cn1	68	97	85	21	66	93	101	61	89
27	IP(CCCCCCCCCCSc1n(Cc2ccc3ccccc3c2)c(-c2ccccc2)c(-c2ccccc2)[n+]1Cc1ccc2ccccc2c1)(c1ccccc1)(c1ccccc1)c1ccccc1	-67*	-86*	-76*	-69*	.	-28*	-63*	-50*	-36*
28	CO[C@H]1CO[C@H]2[C@@H]1OC[C@H]2O	104	104	99	99	109	101	111	108	111
29	CC[N+](C)(CC)CCOC(C)=O	114	111	108	104	92	104	100	101	112
30	CC(C)(C)NC(=O)C(c1ccccc1)N(Cc1ccco1)C(=O)CNC(=O)OC(C)(C)C (centres undefined)	14	121	95	117	131	104	108	97	104
31	CCCCn1c(Cc2ccc(Cl)cc2)nc2cc(OC)c(OC)cc2c1=O	70	81	94	71	101	76	187	70	90
32	O=C1C2C(C(=O)N1c1ccc([N+](=O)[O-])cc1)C1c3ccccc3C2C2CCCCN21 (centres undefined)	109	122	95	105	111	96	119	109	118
33	C/C(Cc1ccccc1)=N/Nc1ccc([N+](=O)[O-])cc1[N+](=O)[O-]	96	114	110	107	107	91	115	113	131
34	O=C(Cc1c[nH]c2ccccc12)N=Nc1c(O)[nH]c2ccc(F)cc12	88	96	93	103	.	92	.	101	101
35	CNc1ncc(-c2ccc(C(F)(F)F)cc2)c(NC2CCCCCC2)n1	64	78	89	70	83	73	83	84	81
36	NC(=S)N1N=C(c2cc3ccccc3oc2=O)CC1c1cn(-c2ccccc2)nc1-c1ccccc1 (centres undefined)	77	112	104	96	94	98	108	94	106
37	O=C1Nc2ccccc2/C1=N/N=C/c1ccsc1	101	103	115	90	.	102	.	102	111
38	Cc1ccc(S(=O)(=O)/C(=N\O)C(=O)c2ccc(-c3ccccc3)cc2)cc1	108	103	114	109	99	106	92	105	.
39	CNC(=O)c1ccc2n1[C@H](C)c1ccccc1-2	95	109	119	87	105	112	126	115	113
40	ClC(Cl)c1nc(-c2ccccc2)n2nc(-c3ccccc3)cc2n1	53	-28*	0.6*	-11*	-26*	-57*	9.6*	17	-68*
41	Cc1cc(C)c(C(=O)OC(C)CNC2CCCCC2)c(C)c1 (centres undefined)	101	98	59	101	92	98	97	101	105
42	COc1ccc2c(c1)c1c(C)c3cnccc3c(C)c1n2C(C)C	75	71	92	80	.	47	84	54	94
43	O=C(/C=C/c1cn(Cc2ccc(Cl)cc2)c2ccccc12)c1ccc(F)cc1	63	85	64	72	83	49	77	71	.
44	O=C(CC(=O)c1ccc([N+](=O)[O-])cc1)c1ccccc1	71	68	99	.	89	68	90	51	82
45	O=C(CSc1nnc(-c2ccc(NC(=O)c3cccnc3)cc2)o1)N[C@@H](Cc1ccc(O)cc1)C(=O)O	102	120	106	120	117	99	101	100	109
46	Nc1ccccc1C(=O)Nc1ccc(Cl)cc1Cl	36	94	100	87	107	94	99	83	84
47	CCCCNc1cc(=O)[nH]c(N)n1	109	.	110	104	104	113	113	105	110
48	COc1ccc(C(=O)C[n+]2cccc(C)c2)cc1	109	118	104	.	103	116	102	110	118

An excerpt of these results, in transposed form:
#35 CNc1ncc(-c2ccc(C(F)(F)F)cc2)c(NC2CCCCCC2)n1
#36 NC(=S)N1N=C(c2cc3ccccc3oc2=O)CC1c1cn(-c2ccccc2)nc1-c1ccccc1 (centres undefined)
#37 O=C1Nc2ccccc2/C1=N/N=C/c1ccsc1
#38 Cc1ccc(S(=O)(=O)/C(=N\O)C(=O)c2ccc(-c3ccccc3)cc2)cc1
#39 CNC(=O)c1ccc2n1[C@H](C)c1ccccc1-2
#40 ClC(Cl)c1nc(-c2ccccc2)n2nc(-c3ccccc3)cc2n1
#41 Cc1cc(C)c(C(=O)OC(C)CNC2CCCCC2)c(C)c1 (centres undefined)

assay / entry	35	36	37	38	39	40	41
IGROV1	64	77	101	108	95	53	101
OVCAR-3	78	112	103	103	109	-28*	98
OVCAR-5	89	104	115	114	119	0.6*	59
OVCAR-4	70	96	90	109	87	-11*	101
A498	83	94	.	99	105	-26*	92
ACHN	73	98	102	106	112	-57*	98
SK-OV-3	83	108	.	92	126	9.6*	97
OVCAR-8	84	94	102	105	115	17	101
RXF 393	81	106	111	.	113	-68*	105

#42 COc1ccc2c(c1)c1c(C)c3cnccc3c(C)c1n2C(C)C
#43 O=C(/C=C/c1cn(Cc2ccc(Cl)cc2)c2ccccc12)c1ccc(F)cc1
#44 O=C(CC(=O)c1ccc([N+](=O)[O-])cc1)c1ccccc1
#45 O=C(CSc1nnc(-c2ccc(NC(=O)c3cccnc3)cc2)o1)N[C@@H](Cc1ccc(O)cc1)C(=O)O
#46 Nc1ccccc1C(=O)Nc1ccc(Cl)cc1Cl
#47 CCCCNc1cc(=O)[nH]c(N)n1
#48 COc1ccc(C(=O)C[n+]2cccc(C)c2)cc1

assay / entry	42	43	44	45	46	47	48
IGROV1	75	63	71	102	36	109	109
OVCAR-3	71	85	68	120	94	.	118
OVCAR-5	92	64	99	106	100	110	104
OVCAR-4	80	72	.	120	87	104	.
A498	.	83	89	117	107	104	103
ACHN	47	49	68	99	94	113	116
SK-OV-3	84	77	90	101	99	113	102
OVCAR-8	54	71	51	100	83	105	110
RXF 393	94	.	82	109	84	110	118

Other structures
item	compound	IGROV1	OVCAR-3	OVCAR-5	OVCAR-4	A498	ACHN	SK-OV-3	OVCAR-8	RXF 393
49	COc1ccccc1C(=O)O/N=C(\N)Cc1cccc2ccccc12	87	4.2*	95	62	95	87	103	79	102
50	COc1ccc(-c2[nH]c3ccc(OC)cc3c2C=C(C#N)C#N)cc1	39	-14*	56	39	53	64	42	57	34
51	C#CC[C@@H]1C[C@]2(C)[C@H]3CC[C@@H]4[C@H]5C(C(=C)C)CC[C@]5(C(=O)NCCCN5CCN(CCCN)CC5)CC[C@@]4(C)[C@]3(C)CC[C@H]2C(C)(C)[C@H]1OC(C)=O (some centres undefined)	-47*	-83*	-61*	-42*	99	-98*	108	-6.5*	-87*
52	COc1ccc(N=Nc2ccccc2)cc1	89	108	97	114	100	98	99	111	114
53	Nc1ncc(-c2ccc(NS(=O)(=O)C3CC3)cc2)[nH]1	104	.	102	106	107	102	117	101	114
54	C/C=C\C1(/C=C/C)C(=O)OC(=O)C1(/C=C/C)/C=C/C (centres undefined)	107	117	107	102	101	110	105	104	123
55	Cn1c(=O)c2c(nc(CCc3nc4c(c(=O)n(C)c(=O)n4C)n3C)n2C)n(C)c1=O	105	105	109	112	.	101	107	107	111
56	CCCOC(=O)C1CCCCC1C(=O)OCCC (centres undefined)	101	97	102	101	110	95	95	102	.
57	O=COCCCc1ccccc1	104	109	105	120	83	110	98	99	108
58	Cc1c(Cl)cccc1S(=O)(=O)Nc1nc2c(s1)CN(Cc1ccccc1)CC2	103	102	107	73	109	91	102	94	113
59	NS(=O)(=O)c1ccc2ccccc2c1	99	107	100	108	91	100	96	106	106
60	CCN(CC)c1ccc2nc3c4ccccc4c(=O)cc-3n(-c3ccccc3)c2c1	.	-53*	11	6.3*	18	-1.0*	3.7*	7.5*	6.0*
61	C[C@H]1CCC/C=C/[C@@H]2C[C@H](O)[C@H](O)[C@H]2[C@H](O)/C=C/C(=O)O1	102	124	97	93	107	103	93	95	99
62	Clc1cccc2cnccc12	114	115	113	117	120	110	105	107	122
63	COc1cc(CCN=Cc2cccc(OC)c2O)c([N+](=O)[O-])cc1OC	99	108	102	94	111	92	99	97	90
64	CCOc1cc(C2C(Cl)C(=O)N2n2cnnc2)ccc1O (centres undefined)	104	96	106	98	101	97	82	96	93
65	COc1ccc(NC(=O)c2cc(OC)c3c(c2)OCO3)cc1	97	122	106	110	66	111	109	104	123
66	CC(=O)NS(=O)(=O)c1ccc(NC(=O)c2ccccc2C(=O)O)cc1	114&102&84	110&104&109	99&105&121	110&104&91	94&107&100	106&106&99	102&101&111	101&100&92	102&105&89
67	CCCC(=O)NC(c1cccnc1)c1ccc2cccnc2c1O (centres undefined)	57	14	68	38	84	33	56	60	74
68	Cc1ccc(NC(=O)c2ccc(-n3c(=O)[nH]c4ccccc4c3=O)cc2)cc1	103	90	106	99	107	68	83	53	54
69	OC(Cc1ccnc2ccccc12)C(Cl)(Cl)Cl (centres undefined)	127	80	102	83	67	91	109	90	109
70	COc1ccc(/C=C2\Oc3cc(O)ccc3C2=O)cc1OC	115	105	110	102	69	106	115	97	116
